Screening data (PubChem)
b-catenin transl – beta-catenin nuclear translocation modulation; AID 1665; nuclear translocation activity, % at 5 µM; 0.3% of 190,000 active; HeLa beta-catenin nuclear translocation, immunofluorescence imaging;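 active = nuclear translocation activity above 50% at 5 µM, with a well cell count of 50 or more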;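 also: per-cell ratio of nuclear to cytoplasmic median beta-catenin stain intensity; plate controls were DMSO negative control for no effect and GSK-3 inhibitor IX positive control for full effect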
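Signal – beta-catenin immunofluorescence imaging with DAPI · Test system – human HeLa cell line · Dosing – 5 µM primary single dose, 0.1% DMSO, 0.02–20 µM confirmation series · Measure – % activation, nuclear-to-cytoplasmic median beta-catenin signal ratio per cell · Incubation – 24 h compound exposure at 37°C, 5% CO2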
Yfh1-off respiration – mitochondrial function rescue without frataxin homolog – Friedreich's ataxia, plus single-dose screen, dose response (AID 1465); 0.074% of 220,000 active; fold induction at 50 µM, or EC50 in µM where a hit was titrated; S. cerevisiae Yfh1-off respiration, WST-1 reduction, 72 h; higher fold induction means a stronger effect;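 active = fold induction of absorbance versus untreated yeast above a set limit, then at least 30% activation at any dose in follow-up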;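 also: activators that raise dye reduction in frataxin-depleted yeast; strong numbers were not always called active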
Hep lipid drop – modulators of hepatic lipid droplet formation; AML12 mouse hepatocytes, oleate lipid droplets, BODIPY imaging; inhibition, % at 6.5 µM; 0.4% of 240,000 active;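 active = lipid droplet intensity inhibited by at least 50%, with more than 500 cells counted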
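System: AML12 hepatocytes (mouse). Probe or stimulus: oleic acid at 100 µM to induce lipid droplet formation. Times: overnight treatment with compound plus oleate. Detection: Image-based BODIPY and DAPI two-channel analysis. Evaluation: percent inhibition of filter-corrected integrated lipid droplet intensity per well.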
Insulin prom up – MIN6 insulin promoter up-regulation; 0.3% of 190,000 active; z-score at 5 µM; AID 1625; MIN6 insulin promoter-GFP reporter, high-content imaging; stronger effect = higher value;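 active = z-score above 3 at 5 µM with at least 500 cells counted in the well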
Autophagy HCS – autophagy modulation, high-content screen; calls only at 10 µM (by protocol); MEF GFP-LC3 puncta imaging; test concentration mostly 10 µM; 0.98% of 190,000 active; AID 463193;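 active = percentage of spot-positive cells more than 3 SD above its plate mean, without a fluorescence outlier flag or 80% toxicity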;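 also: spot-positive cell cutoff set from DMSO-treated cells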
HEK293 NOD2/NF-kB – NOD2 signaling inhibitors, cell-based, luminescence, uHTS, HEK293 (AID 1566); one-dose inhibition, % at 4 µM; EC50 in µM for titrated hits; 0.63% of 290,000 active; HEK293 NOD2/NF-kB luciferase reporter, luminescence; higher % means a stronger effect; in the data active = inhibition above about 50%; also: many of its hits are not listed in these tables
WT yeast gro inh – growth inhibition of WT yeast, mitochondrial fusion screen; mitochondrial fusion phenotypic screen, WT strain; inhibition, % at 10 µM; 2.1% of 190,000 active; in the data active = inhibition above about 58%; tested in S. cerevisiae
Dynein cargo inh – blocks dynein driven cargo transport along microtubules; z-score, hits read low; 3617.4 mouse cells, GR-EGFP nuclear translocation imaging; test concentration mostly 20 µM; stimulated with dexamethasone, 1 µM; stronger effect = lower value; 0.47% of 220,000 active;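 active = plate z-score of nuclear minus cytoplasmic receptor signal below a set negative limit, without overly bright fluorescence or cell loss, cut at about -3.5 in these data, passing the limit was not always enough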;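 also: z-score of nuclear minus cytoplasmic ring GR-EGFP intensity difference per well; some compounds called inactive have numbers as strong as hits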
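Schedule: 48 h induction, then 1 h compound, then 30 min agonist, 37 °C. Buffer or medium: tetracycline-free induction medium containing charcoal-stripped FBS. Reagent: 1.0 µM final dexamethasone stimulus. Evaluation: nuclear versus cytoplasmic GR-EGFP signal, averaged per well. Signal: high-content fluorescence imaging after fixation.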
MT stabilize HCS – microtubule stabilizers in HeLa cells; HeLa tubulin immunostaining HCS, 24 h; share of cells brighter than vehicle mean+2SD; % tubulin-high responders, % at 10 µM; 0.83% of 200,000 active;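 active = plate Z-score above 3 for both tubulin-high and condensed-nucleus cell shares, with cell loss under 80%, at 10 µM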;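 also: anti alpha tubulin signal scored within the nucleus-defined area of each cell; some results filed as inactive read as strong as hits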
WT yeast gro inh mutant strain – recorded beside WT yeast gro inh, whose call it bears; inhibition, %; mitochondrial fusion phenotypic screen, mutant strain inhibition
Dynein cargo inh cytoplasmic EGFP – further read-out of Dynein cargo inh, marked with its call; z-score; measured here: cytoplasmic GR-EGFP intensity; stronger effect = higher value
Dynein cargo inh nuclear GR-EGFP – further read-out of Dynein cargo inh, marked with its call; z-score; measured here: nuclear GR-EGFP intensity;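 lower value marks the stronger effect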
Dynein cargo inh cell count – further read-out of Dynein cargo inh, marked with its call; z-score; measured here: cell count per field
Insulin prom up cell count – further read-out of Insulin prom up, marked with its call; cell count; measured here: cytotoxicity, nuclei count;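 total cells summed across four imaged fields per well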
Hep lipid drop cells 6.5 µM – recorded beside Hep lipid drop, whose call it bears; cell count; measured here: cell count, cytotoxicity flag;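 cells counted across two imaged fields per well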
b-catenin transl cell count 5 µM – also measured in b-catenin transl; calls as there; cell count; measured here: cell count, cytotoxicity flag
MT stabilize HCS Hoechst-high % – recorded beside MT stabilize HCS, whose call it bears; % Hoechst-high responders; measured here: nuclear condensation Hoechst responders;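 share of cells brighter than vehicle mean plus two SD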
MT stabilize HCS cytotoxicity % – also measured in MT stabilize HCS; calls as there; toxicity, %; measured here: cytotoxicity by cell density;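 0% = mean cell density of plate MIN control wells and 100% = no cells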
Autophagy HCS cell loss 18 h – recorded beside Autophagy HCS, whose call it bears; toxicity, %; measured here: cell loss, nuclei count;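 cell loss after 18 h compound exposure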
Numbers without * were called inactive; i = inactive; . = no result given.

SMILES	b-catenin transl	b-catenin transl cell count 5 µM	Yfh1-off respiration	Hep lipid drop	Hep lipid drop cells 6.5 µM	Insulin prom up	Insulin prom up cell count	Autophagy HCS	Autophagy HCS cell loss 18 h	HEK293 NOD2/NF-kB	WT yeast gro inh	WT yeast gro inh mutant strain	Dynein cargo inh	Dynein cargo inh cytoplasmic EGFP	Dynein cargo inh nuclear GR-EGFP	Dynein cargo inh cell count	MT stabilize HCS	MT stabilize HCS Hoechst-high %	MT stabilize HCS cytotoxicity %
CCOc1ccccc1N(C(=O)Nc1cccc(Cl)c1)C1=NC(C)CS1 (stereo not drawn)	.	.	i	-15	672	0.58	1309	i	-2	0%	19	9	-0.31	-0.33	-0.62	0.71	2.3	3.4	6.2
Cc1cc(=O)oc2cc(OCC(=O)OCC(=O)N3CCC(C)CC3)ccc12	-0.6	1265	i	3	676	0.14	1286	i	-3	2%	20	12	-0.94	0.065	-0.059	0.74	2.8	1.9	4.6
Cc1cccc(-c2n[nH]c(=S)n2/N=C/c2ccc(C)o2)c1	-0.4	1001	i	4	640	0.23	1284	i	-14	1%	3	1	0.6	-0.22	0.38	-0.11	1.5	2.7	17
O=C(N/N=C\c1ccccn1)C1COc2cc3ccccc3cc2O1 (stereo not drawn)	1.5	1342	i	.	.	0.02	1564	i	0	12%	17	24	-0.26	-0.2	-0.36	0.86	1.3	2.3	6.9
O=C(c1cccs1)N(Cc1nc2sc3c(c2c(=O)[nH]1)CCCC3)C1CCCC1	0.9	871	i	1	692	-0.09	1149	i	9	-10%	61*	40*	0.8	-0.16	0.48	-0.57	4.6	4.5	4.5
CN(Cc1nc2ccccc2c(=O)[nH]1)Cc1nc2ccsc2c(=O)[nH]1	-3.1	1018	i	27	708	-1.4	1577	i	-4	14%	-20	3	0.8	-0.37	-0.24	-0.43	1.7	3.2	0.7
C=C(C)c1cccc(C(C)(C)NC(=O)N(C)C2CCN(C)CC2)c1	0.9	1026	i	6	748	.	.	i	4	4%	17	-1	1.1	-0.18	0.48	-0.65	2.4	1.5	6.2
CCn1c(SCC(=O)Nc2ccc(OC)c(OC)c2)nnc1-c1cccs1	-0.1	1125	i	.	.	-0.03	1259	i	15	-2%	-4	-13	-1.3	-0.18	-0.1	0.36	1.8	1.8	3.8
Cc1ccc2[nH]c(=O)c(COC(=O)C3CCCCC3)cc2c1	1.4	1254	i	6	709	-0.05	1139	.	.	22%	.	.	-0.26	-0.27	-0.2	0.85	.	.	.
O=C(NCc1cccs1)C1CC(c2ccc(Cl)c(Cl)c2)=NO1 (stereo not drawn)	62*	578*	i	2	676	0.97	1578	i	0	-44%	-2	-6	-0.3	-0.2	0.021	-0.63	3.1	2.3	10
COc1cccc(/C=C/C(=O)c2ccc[nH]2)c1	.	.	.	0	826	1.8	773	i	-7	-51%	1	6	-0.66	0.043	-0.078	0.19	2.5	0.9	7.5
CCc1ccc(Nc2nnc(SCc3cc(=O)n4ccsc4n3)s2)cc1	0.4	1190	.	28	762	.	.	i	-3	9%	3	3	0.33	-0.055	0.26	0.23	1.4	1.2	6.9
CCCCCCCOC(=O)c1ccc(OC(=O)c2cccnc2)cc1	.	.	i	-1	831	1.2	800	i	-7	5%	45	8	0.81	-0.005	0.79	-0.35	1.0	1.1	3.1
O=C(CNCc1ccccn1)Nc1cc(C(F)(F)F)ccc1N1CCOCC1	1.3	1326	i	0	545	-0.19	1344	.	.	15%	.	.	-0.25	-0.28	-0.047	0.36	.	.	.
CCn1ncc(C(=O)Nc2ccccc2C)c1C	.	.	i	17	702	0.2	1231	i	-5	-8%	4	0	-0.36	-0.34	-0.56	0.79	2.9	4.4	5.4
O=C(Nc1cccc2ncccc12)C(c1ccccc1)c1ccccc1	-1.8	930	i	-38	669	-0.93	1619	i	3	9%	-2	4	0.57	-0.17	0.96	-0.29	6.3	4.5	4.2
COc1ccc(N(CC(=O)NCc2ccc3c(c2)OCO3)S(C)(=O)=O)cc1OC	.	.	i	4	800	0.56	927	i	-19	14%	-3	9	-0.72	0.037	-0.18	0.71	2.1	1.1	2.7
COc1ccc2nc(NC(=O)CSc3nnnn3C)sc2c1	-0.1	1032	i	2	741	-0.81	1453	i	-2	-71%	11	8	0.61	-0.14	1	-1.1	2.2	2.1	4.0
CC(=O)Nc1ccc(S(=O)(=O)NCC2CCC(C(=O)NC3CCCCCC3)CC2)cc1 (stereo not drawn)	-1.3	564	i	2	824	0.36	1281	i	9	11%	0	-16	-0.96	-0.25	0.24	0.59	2.4	3.0	8.3
Cc1cc(=O)[nH]c(/N=C(\N)Nc2cccc3ccccc23)n1	-3.4	912	i	.	.	0.03	1495	i	-2	3%	-5	-15	0.95	-0.27	0.65	-0.91	5.7	2.5	2.9
OC1(c2cccs2)CN(c2ccc(Cl)cc2)C2=[N+]1CCCC2 (stereo not drawn)	0.4	1106	i	30	686	.	.	i	-22	6%	4	5	-0.79	-0.29	-0.5	1	3.3	1.9	5.9
O=c1nc2n(c3cccc(Cl)c13)CCCCC2	-2.2	1104	i	7	742	0.84	1157	i	16	24%	14	15	0.73	-0.3	1.2	-1.4	1.0	1.0	5.4
CCNC(=S)N1CCC(NC(=O)C2CCCCC2)CC1	1.4	1272	i	.	.	-0.62	1676	i	-2	28%	10	-24	1.2	0.083	0.15	-1.7	2.5	1.9	2.0
Cc1cc(C)cc(NC(=O)C2CC(=O)n3ncnc3N2)c1 (stereo not drawn)	-0.7	1058	i	-4	677	.	.	i	3	4%	-10	13	0.014	-0.33	-0.078	0.57	1.2	1.3	0.8
CCOC(=O)C1CCCN(C2CC(=O)N(c3cccc(C)c3)C2=O)C1 (stereo not drawn)	-3.2	1117	i	.	.	-0.18	1248	i	2	4%	-57	-52	0.93	0.59	0.58	-1.2	2.6	2.7	14
O=C(Nc1ccc(Cl)c(Cl)c1)Nc1nnc(-c2ccncc2)s1	.	.	i	-37	617	-1	902	i	7	1%	8	-5	2.2	-0.061	1.2	-1.5	3.7	1.6	6.3
COc1ccccc1CNCC(=O)N1CC(=O)Nc2ccccc21	-2.1	1200	i	14	712	-0.22	1142	i	20	8%	13	4	-0.68	-0.36	0.022	1.4	3.4	2.3	7.5
COC(=O)CC1COc2ccccc2N1C(=O)c1ccc(Cl)cc1 (stereo not drawn)	0.0	1355	i	.	.	0.21	1619	i	1	24%	4	-2	-0.11	-0.26	0.15	0.23	1.9	1.7	8.9
CCCCNC(=S)NNC(=O)CCn1cc(C)cn1	.	.	i	-3	721	0.26	1240	i	3	14%	6	0	0.23	-0.32	-0.27	0.26	1.9	3.3	6.9

Sorted by molecular weight (falling): eight of the compounds above
SMILES	b-catenin transl	b-catenin transl cell count 5 µM	Yfh1-off respiration	Hep lipid drop	Hep lipid drop cells 6.5 µM	Insulin prom up	Insulin prom up cell count	Autophagy HCS	Autophagy HCS cell loss 18 h	HEK293 NOD2/NF-kB	WT yeast gro inh	WT yeast gro inh mutant strain	Dynein cargo inh	Dynein cargo inh cytoplasmic EGFP	Dynein cargo inh nuclear GR-EGFP	Dynein cargo inh cell count	MT stabilize HCS	MT stabilize HCS Hoechst-high %	MT stabilize HCS cytotoxicity %
CC(=O)Nc1ccc(S(=O)(=O)NCC2CCC(C(=O)NC3CCCCCC3)CC2)cc1 (stereo not drawn)	-1.3	564	i	2	824	0.36	1281	i	9	11%	0	-16	-0.96	-0.25	0.24	0.59	2.4	3.0	8.3
O=C(Nc1ccc(Cl)c(Cl)c1)Nc1nnc(-c2ccncc2)s1	.	.	i	-37	617	-1	902	i	7	1%	8	-5	2.2	-0.061	1.2	-1.5	3.7	1.6	6.3
COC(=O)CC1COc2ccccc2N1C(=O)c1ccc(Cl)cc1 (stereo not drawn)	0.0	1355	i	.	.	0.21	1619	i	1	24%	4	-2	-0.11	-0.26	0.15	0.23	1.9	1.7	8.9
CCOC(=O)C1CCCN(C2CC(=O)N(c3cccc(C)c3)C2=O)C1 (stereo not drawn)	-3.2	1117	i	.	.	-0.18	1248	i	2	4%	-57	-52	0.93	0.59	0.58	-1.2	2.6	2.7	14
OC1(c2cccs2)CN(c2ccc(Cl)cc2)C2=[N+]1CCCC2 (stereo not drawn)	0.4	1106	i	30	686	.	.	i	-22	6%	4	5	-0.79	-0.29	-0.5	1	3.3	1.9	5.9
Cc1cc(C)cc(NC(=O)C2CC(=O)n3ncnc3N2)c1 (stereo not drawn)	-0.7	1058	i	-4	677	.	.	i	3	4%	-10	13	0.014	-0.33	-0.078	0.57	1.2	1.3	0.8
CCCCNC(=S)NNC(=O)CCn1cc(C)cn1	.	.	i	-3	721	0.26	1240	i	3	14%	6	0	0.23	-0.32	-0.27	0.26	1.9	3.3	6.9
O=c1nc2n(c3cccc(Cl)c13)CCCCC2	-2.2	1104	i	7	742	0.84	1157	i	16	24%	14	15	0.73	-0.3	1.2	-1.4	1.0	1.0	5.4

Only part of the results is shown (hit frequency here may not be typical).
